BLM inh: blocks DNA unwinding by human BLM helicase; recombinant BLM DNA unwinding, fluorescence dequenching; Potency, µM (top dose mostly 56.1 µM), for inactives: top-dose activity change, negative = inhibition, usual class: inhibitors; 0.2% of 350,000 active;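 further: potency means the concentration at half of the fitted maximal effect; plate controls were vehicle for no effect and no enzyme for full effect; nearly all actives have a fitted effect of over 35% in size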
Glioma ERSR ind: induces the endoplasmic reticulum stress response in human glioma cells; U87-MG GRP78 promoter luciferase reporter, 16 h; Potency, µM, inactives show at the top dose activation, hits mostly activators; 0.02% of 420,000 active; AID 602332; further: potency means the concentration at half of the fitted maximal effect; series mostly up to about 76 µM; % of control where 0% means no effect; nearly all actives have a fitted effect of over 35% in size
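Stably transfected U87-MG human glioma cells carrying a GRP78-based luminescent sensor were seeded at 1000 cells/well, pin-dosed with compounds and incubated 16 h. Luciferase reagent was then added, and end-point luminescence was read after 10 min at room temperature.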
POLH inh: inhibitors of human DNA polymerase eta; recombinant Pol eta, fluorescent DNA replication assay; Potency, µM (doses to about 114 µM), for the others: at the top dose activity change, negative = inhibition, most hits filed as inhibitors; 1.2% of 390,000 active; further: potency means the concentration at half of the fitted maximal effect; on the % scale 0 is the no-effect control and ±100 the full control effect
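Pol eta (10 nM) was preincubated with compounds for 15 min at room temperature, after which fluorescent replication substrate (50 nM final) was added to start the reaction. Fluorescence was read kinetically at 0 and 10 min.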
LDHA block: inhibitors of human lactate dehydrogenase A | P00338 | purified LDHA, NADH/diaphorase-resazurin fluorescence; stronger effect = lower value | activity change, % (values are at about 110 or 230 µM) | 0.15% of 480,000 active; in the data active means activity change below about -30%; inconclusive means mostly about -25% to -30%;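 further: plate controls were DMSO wells for no effect and wells without enzyme for full effect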
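Enzyme activity of human lactate dehydrogenase 5 (2 nM; 0.06 mM NADH, 0.2 mM pyruvate, 5 min, RT) is measured via a resazurin/diaphorase fluorescence readout of residual NADH.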
APE1 inh: blocks human APE1 abasic DNA cleavage; P27695; AID 2517; recombinant APE1, TAMRA/BHQ-2 abasic DNA cleavage fluorescence; Potency, µM (doses to about 65.8 µM), without a hit: at the top dose activity change, negative = inhibition, hits mostly inhibitors; 0.35% of 350,000 active;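 further: potency means the concentration at half of the fitted maximal effect; plate controls were vehicle for no effect and reference inhibitor for full effect; nearly all actives have a fitted effect of over 55% in size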
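Compound pre-exposure to 0.75 nM APE1, 15 min at ambient temperature. Reaction initiated with 50 nM TAMRA/BHQ-2 THF substrate, read immediately in kinetic mode, 525 nm excitation, 598 nm emission.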
Anesthetic bind: binds horse apoferritin like a general anesthetic | 0.074% of 350,000 active | Potency, µM (doses to about 77.5 µM), inactives show top-dose activity change, negative = displacement, hits mostly inhibitors | apoferritin/1-aminoanthracene competitive binding, fluorescence | AID 485281; further: potency means the concentration at half of the fitted maximal effect; on the % scale 0 is the no-effect control and ±100 the full control effect; nearly all actives have a fitted effect of over 20% in size
Target sequence (P02791 2-175 limits assumed): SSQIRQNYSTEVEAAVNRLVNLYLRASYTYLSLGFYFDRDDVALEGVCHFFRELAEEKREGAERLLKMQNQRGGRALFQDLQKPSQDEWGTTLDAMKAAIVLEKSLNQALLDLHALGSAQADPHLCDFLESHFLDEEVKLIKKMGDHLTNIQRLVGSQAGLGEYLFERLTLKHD
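In PBS, apoferritin at 10 uM is loaded with 1-AMA from a 50% saturated solution. After 10 min of compound exposure at ambient temperature, reduced 535 nm fluorescence indicates probe displacement.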
Pol kappa inh: inhibitors of human DNA polymerase kappa. Q9UBT6. purified Pol kappa, fluorescent DNA synthesis assay, 10 min. Potency, µM (doses to about 107 µM), inactives show top-dose activity, negative = inhibition, hits mostly inhibitors. 0.53% of 400,000 active. AID 588579; further: potency means the concentration at half of the fitted maximal effect; on the % scale 0 is the no-effect control and ±100 the full control effect
Target sequence (Q9UBT6 whole entry, looked up): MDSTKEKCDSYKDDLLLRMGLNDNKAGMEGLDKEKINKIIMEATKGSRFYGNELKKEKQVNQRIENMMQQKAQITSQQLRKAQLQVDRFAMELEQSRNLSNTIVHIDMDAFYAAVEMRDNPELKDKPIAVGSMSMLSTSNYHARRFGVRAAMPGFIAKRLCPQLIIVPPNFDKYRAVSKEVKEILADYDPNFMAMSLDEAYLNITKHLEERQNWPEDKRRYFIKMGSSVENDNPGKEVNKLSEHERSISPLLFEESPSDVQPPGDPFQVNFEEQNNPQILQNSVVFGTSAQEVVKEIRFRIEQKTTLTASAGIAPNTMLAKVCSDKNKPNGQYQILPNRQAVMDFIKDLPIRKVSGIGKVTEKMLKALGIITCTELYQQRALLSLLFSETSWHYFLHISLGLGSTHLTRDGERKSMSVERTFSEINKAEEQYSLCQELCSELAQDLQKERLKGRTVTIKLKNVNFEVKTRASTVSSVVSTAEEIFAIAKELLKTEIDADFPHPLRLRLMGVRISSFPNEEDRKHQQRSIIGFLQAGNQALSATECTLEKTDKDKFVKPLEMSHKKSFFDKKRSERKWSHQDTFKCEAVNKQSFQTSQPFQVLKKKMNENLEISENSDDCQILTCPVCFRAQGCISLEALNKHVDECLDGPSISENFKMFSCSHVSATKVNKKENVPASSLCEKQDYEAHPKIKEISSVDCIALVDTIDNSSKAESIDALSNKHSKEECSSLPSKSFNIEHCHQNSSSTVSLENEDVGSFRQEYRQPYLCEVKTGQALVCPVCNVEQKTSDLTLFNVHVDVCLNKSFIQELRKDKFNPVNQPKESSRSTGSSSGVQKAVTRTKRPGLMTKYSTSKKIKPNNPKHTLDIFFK
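Activity was followed as the change in fluorescence between reads at 0 and 10 min after starting the reaction with 50 nM substrate. Beforehand, 10 nM polymerase had been preincubated with compound for 15 min at room temperature.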
Pol beta inh: blocks human DNA polymerase beta activity. Pol beta primer extension/strand displacement, fluorescence kinetic. Potency, µM (titrated, usually from 114 µM), for inactives: top-dose activity change, negative = inhibition, actives largely listed as inhibitors. AID 485314. 1.3% of 340,000 active; further: potency means the concentration at half of the fitted maximal effect; on the % scale 0 is the no-effect control and ±100 the full control effect
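10 nM enzyme + cpd, 15 min RT; start with substrate 50 nM final; read 0 min and after 10 min RT. Corrected, normalized data; 4-parameter Hill curve fit.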
POLI inh: DNA polymerase iota (human) inhibition | Q9UNA4 | Pol iota fluorescent replication assay, 10 min | Potency, µM (top dose mostly 115 µM), for the others: at the top dose activity, negative = inhibition, actives largely listed as inhibitors | 1% of 390,000 active | AID 588590; further: potency means the concentration at half of the fitted maximal effect
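Pol iota at 10 nM preincubated 15 min with compounds at room temperature; reaction started with fluorescent substrate, 50 nM final. Fluorescence read kinetically at 0 and 10 min; buffer-only wells as negative control.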
An asterisk follows results filed as active; ? = inconclusive; nt = no result given; & = joins results of further samples; [ ] = remark or other dose. Unless noted, the call rests on the fitted dose curve; in most records, active means well fitted curve in the direction sought with a large enough effect; inconclusive means small, poorly fitted or top-dose-only effect, or another doubt; inactive means no such curve, though single readings can be large; an effect the other way counts as inactive or inconclusive.

Screens in order – LDHA block | BLM inh | Pol beta inh | Pol kappa inh | APE1 inh | POLH inh | POLI inh | Anesthetic bind | Glioma ERSR ind
> Cn1cnc([N+](=O)[O-])c1SCC(O)CN1CCCCC1 (configuration not stated)
 : -0.5 | 1.7% | -15.5% | 5.0% | -4.9% | -0.6% | -11.5% | -1.5% | -3.5%
> CCn1c(SCC(=O)N(C)C)nc2cc(S(=O)(=O)N3CCCCC3)ccc21
 : 1.2 | nt | nt | -5.9% | 51.6% | -10.5% | 17.6% | nt | -2.8%
> Cc1cccc(C)c1OCCCn1c(CCNC(=O)C2CCCCC2)nc2ccccc21
 : -3.5&-0.2 | -8.2% | 14.5% | -17.4%&-3.8% | nt | 2.7% | -15.5%&19.8% | 42.8%[activator] | -7.4%&-11.3%
> CC(C)N1CCN(Cc2nc(-c3ccccc3)cs2)CC1CCO (configuration not stated)
 : -5.7 | 2.5% | 4.6% | -7.2% | 6.6% | 3.0% | 36.4%[activator] | -2.8% | -0.7%
> Cc1cccc(-c2nc(SCc3cc(=O)c4cccc(F)c4[nH]3)n[nH]2)c1
 : -2.3 | -1.6% | -3.0% | -10.8%[60.1 µM] | nt | -9.8% | -4.4% | -12.3% | -1.9%
> O=S(=O)(Nc1ccc(-n2cccc2)cc1)c1ccc(Cl)c(Cl)c1
 : -14.1 | -19.2% | -24.5% | -9.3% | -7.5% | -9.8% | 1.1% | -22.8% | -8.0%
> CC(/C=N\Nc1nnc2c(n1)[nH]c1c(C)cccc12)=C\c1ccco1
 : -13.5 | -5.8% | -1.3% | -15.4% | -1.9% | 0.5% | ? | -14.1% | 4.7%
> COc1ccc(C(O)P(=O)(OC(C)C)OC(C)C)cc1OC (configuration not stated)
 : 1.0 | -3.9% | 22.7% | -6.4% | -5.0% | 5.1% | -8.9% | ? | -1.0%
> CCOC(=O)C1(Cc2ccc(Cl)cc2)CCN(C(=O)CCc2ccncc2)CC1
 : 0.2 | -2.5% | 27.4% | -13.9% | 14.2% | -3.1% | -3.7% | -6.9% | -2.6%
> Cc1ccc(C)c(N2C(=O)N(Cc3cccc(C(F)(F)F)c3)c3ccccc3S2(=O)=O)c1
 : -1.7 | -6.4% | -1.2% | -14.1%[60.1 µM] | nt | -23.3% | 18.2% | 2.6% | 1.4%
> OC[C@H]1O[C@@H](n2cnc3c(Nc4ccccc4)ncnc32)[C@H](O)[C@H]1O
 : nt | nt | 6.6%[57.1 µM] | nt | -6.4% | -2.6%[57.1 µM] | 4.6%[58.9 µM] | nt | nt
> NS(=O)(=O)c1cccc(NS(=O)(=O)c2ccc(/C=C/C(=O)O)cc2)c1
 : -5.7 | 1.0% | 0.7% | -14.0% | 1.9% | 13.2% | -17.7% | -8.7% | -3.8%
> CCOc1cc(NC(=O)c2ccco2)c(OCC)cc1NC(=O)c1cc(OC)c(OC)c(OC)c1
 : -2.2 | -1.0% | -5.7% | -10.6% | -4.9% | -4.1% | 39.3%[activator] | -2.6% | ?
> Cc1ccc(S(=O)(=O)N2CCC(C(=O)NCCCN3CCCC3=O)CC2)cc1C
 : -1.9 | -1.2% | -1.1% | -29.9% | -3.3% | -11.3% | ? | -3.3% | -1.5%
> Nc1ccccc1OCCOCCOc1ccccc1N
 : 17.0 | -4.2% | 23.9% | -13.3% | 2.3% | -9.8% | 5.9% | -9.4% | 0.2%
> CN(C(=O)CSc1nnc(-c2ccc(OC(F)F)cc2)n1N)C1CCS(=O)(=O)C1 (configuration not stated)
 : -5.6 | nt | nt | -12.1% | 4.0% | 2.0% | 18.7% | nt | -1.5%
> COc1cccc(NC(=O)Nc2cccc(C)n2)c1
 : -13.4 | -0.5% | 55.8% | -10.6% | 1.7% | -4.2% | 3.7% | 8.6% | 2.3%
> COc1ccccc1Nc1nn2c(=O)c3ccc(C(=O)Nc4ccc(F)cc4)cc3nc2s1
 : 1.1 | -7.5% | 0.8% | -4.2% | nt | -15.2% | 26.1% | -2.6% | -5.3%
> O=C(O)C1CCCN1C(=O)C12CC3CC(CC(C3)C1)C2 (configuration not stated)
 : -1.4 | -1.4% | -0.6% | -2.5% | 4.4% | -18.0% | 26.4% | -6.9% | -3.7%
> COc1ccc(-c2cc(C(F)(F)F)nc(SCC(=O)Nc3ccc(O)cc3)n2)cc1OC
 : 4.3 | -13.0% | ? | -15.3% | nt | -2.5% | -26.9% | -17.0% | -1.3%
> COc1ccc(NC(=O)CN2C(=O)CSc3ncccc32)cc1
 : -0.4 | -1.6% | 1.2% | 0.8% | -7.6% | -17.3% | -22.7% | -12.5% | -4.4%
> COc1cccc(CSc2nc3n(n2)C(c2cccs2)C(C(=O)Nc2ccccc2C)=C(C)N3)c1 (configuration not stated)
 : -9.6 | 1.4% | 16.8% | 0.8%[60.1 µM] | nt | 4.4% | 17.1% | -0.8% | -1.8%
> Nc1ncnc2c1ncn2[C@@H]1O[C@H](CNC(=O)[C@@H](N)CO)[C@@H](O)[C@H]1O
 : 0.3 | nt | nt | -6.3% | 10.5% | -12.4% | 15.1% | nt | -2.0%
> C/C(CC(=O)Nc1cc(C)ccn1)=N\NC(=O)C(=O)Nc1cccc(C)c1
 : 6.0 | -1.6% | 2.7% | -10.2% | 1.5% | -23.7% | 26.0% | -6.6% | 4.1%
> Cc1cc(C(=O)CN2C(=O)NC3(CCCc4ccccc43)C2=O)c(C)n1Cc1ccco1 (configuration not stated)
 : nt | -10.0% | ? | nt | -2.9% | nt | nt | -14.7% | nt
> CN1CCN(CCCN2c3ccccc3Sc3ccccc32)CC1
 : nt | -10.7% | nt | -8.6%[60.1 µM] | 1.1% | nt | nt | -6.4% | -3.5%
> Cc1ccc(S(=O)(=O)N(C)Cc2ccc(C(=O)NN=C(CC(C)C)CC(C)C)cc2)cc1
 : -14.1 | -2.8% | -4.4% | -12.2% | 0.1% | -13.3% | 18.1% | -7.5% | -3.8%
> CCOC(=O)C(CC)n1cnc2c(nnn2-c2ccc(OC)cc2)c1=O (configuration not stated)
 : -4.4 | -7.2% | 6.7% | -4.9% | -2.4% | -18.4% | 13.9%[58.9 µM] | ? | -3.1%
> O=C(NC1CCCCC1)C(c1cccs1)N(Cc1cccs1)C(=O)c1cccs1 (configuration not stated)
 : -7.5 | -8.7% | 5.5% | -15.3% | -10.6% | -19.5% | -1.9% | -9.8% | -4.3%
> NS(=O)(=O)c1ccc(CCNC(=O)C(=O)Nc2cc3c4c(c2)CC(=O)N4CCC3)cc1
 : -0.8 | nt | nt | -6.3% | 39.6% | ? | 13.5% | nt | -2.8%
> O=C(NCc1cccc(C(F)(F)F)c1)C1CC(c2ccccc2F)=NO1 (configuration not stated)
 : 0.3 | nt | nt | -8.2% | nt | -9.7% | 11.9% | nt | -5.6%
> O=C(c1ccc2ccccc2c1)N1CCN(c2ccc(O)cc2)CC1
 : 23.2 | -3.2% | 2.9% | 1.2% | -2.6% | 5.2% | ? | -22.8% | 0.5%
> CC(C(=O)N1CCc2ccccc21)N1CCN(c2cccc(C(F)(F)F)c2)CC1 (configuration not stated)
 : -4.0 | -10.0% | -0.9% | -2.1% | 4.3% | -18.8% | 136.8%[activator] | -12.9% | -4.4%
> COc1cc(Br)c(S(=O)(=O)Nc2c(C)n(C)n(-c3ccccc3)c2=O)cc1OC
 : 2.4 | -3.7% | 15.0% | -4.9% | 19.7% | -2.0% | -5.7% | 8.1% | -5.7%
> O=C1[C@H]2CCC=C[C@H]2[C@H](c2ccccc2Br)N1Cc1ccccc1
 : -1.6 | -7.7%[75.6 µM] | nt | -12.6% | 0.4%&-11.6% | -4.5% | -5.1% | 3.6%[110 µM] | -2.0%&-5.9%
> Fc1ccc(-c2cc(-c3nc(-c4ccccc4)no3)[nH]n2)cc1
 : -16.9 | -3.8% | -20.1% | -13.3% | nt | -20.5% | -19.5% | 2.1% | 3.3%
> COC(=O)c1ccc(NC(=O)Cn2c(=O)nc(-c3ccccc3)c3ccccc32)cc1
 : -6.2 | -1.9% | 1.2% | -0.6%[60.1 µM] | nt | -11.5% | -3.4% | 5.6% | -1.6%
> Cc1ccc(C(=O)n2nc(C)c(S(=O)(=O)N3CCCCCC3)c2C)cc1C
 : -2.1 | -0.5% | -24.9% | -2.6%[60.1 µM] | nt | -7.2% | 2.7% | -17.3% | -1.1%
> CNCc1c(OCc2ccc(F)cc2)ccc2ccccc12
 : 0.6 | 22.9% | 27.3% | -7.0% | -0.7% | -1.7% | 6.6% | -22.9% | -3.0%
> CCOC(=O)Cc1nnc(NC(=O)c2ccco2)s1
 : -5.5 | -0.6% | 0.4% | -5.1% | 1.4% | ? | 4.3% | -8.2% | 1.5%
> Cc1ccc(-c2nc(SCC(=O)NCC3CCCO3)c(-c3ccc(C)cc3)[nH]2)cc1 (configuration not stated)
 : -10.3&-9.8 | -2.1%&0.4% | -2.5%&-0.7% | -6.1%&-3.0% | ? | -12.0%&-0.2% | 9.9%&-20.0% | -6.2%&5.8% | -2.5%&-0.5%
> CSc1ncccc1C(=O)OCC(=O)NCc1ccc2c(c1)OCO2
 : -4.0 | 0.8% | 42.1% | -2.4% | 1.6% | -10.1% | -4.0% | -19.0% | -0.8%
> N#Cc1c(NC(=O)COC(=O)c2ccc(S(=O)(=O)N3CCCC3)cc2)sc2c1CCCCC2
 : -7.5 | -14.2% | 1.9%[57.1 µM] | -6.3% | 4.8% | -14.2% | -2.1% | 0.2% | -1.0%
> Cc1ccc(NC(=O)C(=O)Nc2ccccn2)cc1
 : -8.3 | -5.0% | 1.9% | -5.4% | 1.9% | -1.2% | 11.8% | -5.1% | -11.4%
> Cc1ccc(C(=O)NC(=S)Nn2cnnc2)cc1
 : -3.4 | 3.5% | 17.8% | -4.1% | -0.6% | -10.9% | 5.4% | -6.8% | 0.6%
> COCC(=O)N1CCC2(CC1)CCN(C(=O)Nc1ccc(OC)cc1)CC2
 : nt | 1.4% | nt | 0.3%[60.1 µM] | 1.5% | nt | nt | nt | -3.2%
> CN(CC(=O)Nc1ccc(F)cc1)C(=O)COC(=O)c1cc(Br)c(Br)s1
 : -0.5 | nt | nt | 0.0% | nt | -13.6% | 0.8% | nt | -2.3%
> COc1cccc(N2CCN(C(=O)CCc3nnc4ccc(N5CCOCC5)nn34)CC2)c1
 : 0.4 | -0.9% | 0.5% | 11.3% | 74.9%[activator] | -17.8% | 8.8% | 0.9% | 0.4%

Compound activity as filed in PubChem BioAssay.

These rows are one share of the data (hit frequency here may not be typical).
